# Screens deposited in PubChem by National Center for Advancing Translational Sciences (NCATS).
# D2 antagonist: HTS Assay for Allosteric Antagonists of the Human D2 Dopamine Receptor: Primary Screen for Antagonists. D(2) dopamine receptor (Homo sapiens), P14416. HEK293 TREx D2 cells, calcium flux, dopamine EC80. inhibition, % at 10 µM. 340,000 compounds, 2% hits; in the data active = inhibition above about 30%; note: 0% is about no effect
#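 In this primary screen, negative modulation is detected by tracking calcium flux after an EC80 dopamine challenge in inducible HEK293 T-REx D2 cells preexposed to test compound for 180 s.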
# USP1-UAF1 inh: Inhibitors of USP1/UAF1: Primary Screen; Ubiquitin carboxyl-terminal hydrolase 1 (Homo sapiens), O94782; 390,000 compounds, 0.23% hits; Potency, µM (series often up to 57.1 µM), inactives show at the top dose activity change, negative = inhibition, most hits filed as inhibitors; AID 743255, 2014; recombinant USP1/UAF1, Ub-Rhodamine cleavage fluorescence; note: potency is the fitted concentration of half-maximal effect; % is set by controls: 0 for no effect and ±100 for the full control effect; nearly all actives have a fitted effect of over 60% in size; inactives centre near -12
#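 Step one: compound is pinned into 1nM USP1/UAF1 in HEPES pH 7.8 buffer with TCEP. Step two: 15 min room-temperature incubation. Step three: Ub-Rho (150nM final) starts cleavage, tracked by fluorescence over six one-minute reads.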
# TrxR1 substrate: qHTS Assay for Substrates of Mammalian Selenoprotein Thioredoxin Reductase 1 (TrxR1): qHTS. Potency, µM (titrated, usually from 114 µM), without a hit: top-dose activity change, negative = substrate turnover. purified TrxR1 substrate turnover, NADPH consumption readout. Thioredoxin reductase 1, cytoplasmic (Rattus norvegicus), O89049. 390,000 compounds, 0.01% hits; note: potency is the fitted concentration of half-maximal effect; % is set by controls: 0 for no effect and ±100 for the full control effect; nearly all actives have a fitted effect of over 50% in size
#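 Rat TrxR1, dispensed at 90 nM, was prereduced with 400 uM NADPH (final) for 5 min at ~22 deg C, then incubated with compound 15 min before 400 uM selenite. A first-read NADPH fluorescence drop versus no-compound background flagged substrates.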
# D2 agonist: HTS Assay for Allosteric Agonists of the Human D2 Dopamine Receptor: Primary Screen for Agonists. activation, % at 2 µM. 340,000 compounds, 0.53% hits. D(2) dopamine receptor (Homo sapiens), P14416. HEK293 T-REx D2 cells, calcium flux agonist mode;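 active = activation over 3 SD above normal in the single-dose calcium agonist read, cut at about 30% in these data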; note: 0% is about no effect
#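 HEK293 Trex D2 cells, tetracycline-induced, o/n 30 C 5% CO2; no-wash Ca dye, RT 30–90 min; 10-cycle baseline, 23 nl cpd added, kinetic Ca read 180 s; agonist hits = positive Ca response.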
# TRHR PAM: qHTS for Small Molecule Agonists and Allosteric Enhancers of Human TRH Receptor: Primary Screen for Enhancers. Thyrotropin-releasing hormone receptor (Homo sapiens), P34981. TRHR cells, fluo-8 calcium fluorescence, EC20 TRH enhancement. enhancement, % at 2 µM. 360,000 compounds, 0.66% hits; in the data active = enhancement above about 30%; note: 0% is about no effect
# Target sequence (P34981 whole entry, looked up): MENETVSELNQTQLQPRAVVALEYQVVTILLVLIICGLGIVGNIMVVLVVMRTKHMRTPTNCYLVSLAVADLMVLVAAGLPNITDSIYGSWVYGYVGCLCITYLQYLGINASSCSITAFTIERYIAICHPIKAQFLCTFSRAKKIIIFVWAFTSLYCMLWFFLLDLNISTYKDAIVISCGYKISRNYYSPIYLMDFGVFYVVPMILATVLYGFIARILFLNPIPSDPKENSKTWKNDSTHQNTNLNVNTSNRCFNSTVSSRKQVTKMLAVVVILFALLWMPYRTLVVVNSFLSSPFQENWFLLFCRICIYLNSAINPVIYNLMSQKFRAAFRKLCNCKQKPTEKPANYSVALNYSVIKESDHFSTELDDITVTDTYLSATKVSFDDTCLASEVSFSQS
#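 Enhancer read-out: after compound pinning and an initial kinetic agonist-mode read, an EC20 of TRH (10 nM final) was injected and fluo-8 calcium signal (Ex 480/Em 530) followed at 1 s/cycle for 100 cycles in TRHR-expressing cells.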
# Pin1 inh: qHTS Assay to Find Inhibitors of Pin1; Peptidyl-prolyl cis-trans isomerase NIMA-interacting 1 (Homo sapiens), Q13526; Pin1 FP peptide displacement, HiFluor488, 10 min; Potency, µM (top dose mostly 115 µM), for inactives: at the top dose activity, negative = inhibition, hits mostly inhibitors; 390,000 compounds, 0.009% hits; AID 504891, 2011; active = well fitted inhibition curve with a large enough effect in the polarisation, with a control signal flat, not every such curve was filed as active; inconclusive = small, poorly fitted or top-dose-only effect, or effect the other way, or a change in a side signal; inactive = no such curve, though single readings can be large or run the other way; the % refers to the polarisation; note: potency is the fitted concentration of half-maximal effect; % is set by controls: 0 for no effect and ±100 for the full control effect
# Target sequence (Q13526 whole entry, looked up): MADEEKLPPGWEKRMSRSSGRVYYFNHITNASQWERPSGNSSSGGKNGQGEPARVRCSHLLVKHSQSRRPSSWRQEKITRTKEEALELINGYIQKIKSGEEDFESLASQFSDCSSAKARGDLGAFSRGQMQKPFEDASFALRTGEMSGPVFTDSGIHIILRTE
# IDH1 R132H inh: qHTS for Inhibitors of mutant isocitrate dehydrogenase 1 (IDH1): qHTS; Isocitrate dehydrogenase [NADP] cytoplasmic (Homo sapiens), O75874; IDH1-R132H enzyme, NADPH consumption, diaphorase/resazurin fluorescence; Potency, µM (series often up to 76.6 µM), for inactives: at the top dose activity change, negative = inhibition, actives largely listed as inhibitors; 390,000 compounds, 0.093% hits; note: potency is the fitted concentration of half-maximal effect; % is set by controls: 0 for no effect and ±100 for the full control effect; nearly all actives have a fitted effect of over 65% in size
# Target sequence (O75874 whole entry R132H, stated change not applied): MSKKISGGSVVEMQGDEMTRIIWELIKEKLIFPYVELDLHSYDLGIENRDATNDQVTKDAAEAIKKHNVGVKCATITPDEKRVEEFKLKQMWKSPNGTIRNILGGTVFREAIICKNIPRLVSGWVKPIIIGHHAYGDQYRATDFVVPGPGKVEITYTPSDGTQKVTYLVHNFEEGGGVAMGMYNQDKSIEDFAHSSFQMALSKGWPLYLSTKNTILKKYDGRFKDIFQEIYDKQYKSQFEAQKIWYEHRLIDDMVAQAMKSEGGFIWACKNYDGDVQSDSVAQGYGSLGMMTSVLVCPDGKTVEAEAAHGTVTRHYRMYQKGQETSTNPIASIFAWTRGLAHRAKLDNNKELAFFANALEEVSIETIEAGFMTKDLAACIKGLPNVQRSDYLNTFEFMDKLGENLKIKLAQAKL
#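 IDH1-R132H (0.5 ug/mL dispensed) in pH 7.5 Tris buffer was preincubated 30 min with compound, then given a substrate mix of 0.016 mM NADPH and 2 mM alpha-KG for 80 min at room temperature; remaining NADPH was read by diaphorase/resazurin fluorescence.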
# TRHR agonist: qHTS for Small Molecule Agonists and Allosteric Enhancers of Human TRH Receptor: Primary Screen for Agonists. Thyrotropin-releasing hormone receptor (Homo sapiens), P34981. TRHR cells, calcium flux fluo-8, FDSS agonist mode. activation, % at 2 µM. 360,000 compounds, 0.18% hits. AID 493084, 2011; in the data active = activation above about 30%; note: 0% is about no effect
#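 Read-out: compound-evoked intracellular calcium rise in TRHR cells, fluo-8 dye, kinetic FDSS fluorescence at 1 s/cycle following a 10-cycle baseline. Cells cultured overnight before dye loading (30 min–1.5 h, RT).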
# rTrxR1 inhibitor: qHTS Assay for Inhibitors of Mammalian Selenoprotein Thioredoxin Reductase 1 (TrxR1): qHTS | Potency, µM (top dose mostly 114 µM), for the others: at the highest dose activity change, negative = inhibition, actives largely listed as inhibitors | 390,000 compounds, 1% hits | recombinant rTrxR1, NADPH fluorescence consumption, selenite substrate | Thioredoxin reductase 1, cytoplasmic (Rattus norvegicus), O89049; note: potency is the fitted concentration of half-maximal effect; % is set by controls: 0 for no effect and ±100 for the full control effect; nearly all actives have a fitted effect of over 65% in size
#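 Rat TrxR1 (90 nM in the dispensed reagent) was pre-reduced with 400 uM NADPH for 5 min at room temperature, then incubated with compound for 15 min. After 400 uM selenite was added, NADPH fluorescence (Ex 340/Em 450 nm) was followed for 8 min.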
# The depositor's hits bear a star; u = inconclusive; x = no result given; [ ] = remark or other dose. Unless noted, calls come from the whole dose curve; as a rule, active = well fitted inhibition curve with a large enough effect; inconclusive = small, poorly fitted or top-dose-only effect; inactive = no such curve, though single readings can be large or run the other way. A portion of the library. The share of hits here may be higher or lower than overall.
no.	Structure	D2 antagonist	USP1-UAF1 inh	TrxR1 substrate	D2 agonist	TRHR PAM	Pin1 inh	IDH1 R132H inh	TRHR agonist	rTrxR1 inhibitor
1	COc1ccc(C2C(C#N)=C(N)OC3=C2C(=O)CC(C)C3)c(OC)c1OC (stereo not drawn)	-3	3%	-2%	-0.5	4	-5%	3%	0.5	-1%
2	CN1CCN(C(=O)c2ccccc2NC(=O)Cc2ccccc2)CC1	6	-3%	-2%[57.1 µM]	3.6	-13	2%	-3%	0.3	20%[57.1 µM]
3	O=C(COC(=O)c1ccc(S(=O)(=O)N2CCCC2)cc1)NCc1ccc(F)cc1	-12	-6%	3%	-0.1	-2	4%	7%	1.0	2%
4	CCOC(=O)C1=CN(Cc2ccco2)S(=O)(=O)N(C)C1c1ccc(F)c(Cl)c1 (stereo not drawn)	x	u	0%	x	x	18%	11%	x	u
5	COc1ccccc1-c1nc(-c2ccncc2)no1	-11	-22%	2%	-0.2	-5	2%	3%	-1.2	4%
6	Cc1c(-n2c(SCC(=O)O)nnc2-c2ccccc2Cl)c(=O)n(-c2ccccc2)n1C	-3	-10%	-6%[57.1 µM]	-3.2	2	-1%	2%	0.1	9%[57.1 µM]
7	CCCS(=O)(=O)N1CCC(C(=O)N2CCN(C(=O)OCC)CC2)CC1	x	3%	-2%	x	5	-4%	2%	-0.1	-5%
8	COc1cccc(CNC(=O)c2cccs2)c1	-5	u	-1%	-0.4	0	-8%	0%	-1.0	9%[0.457 µM]
9	COc1ccc(C(=O)C2CCCN(Cc3cn[nH]c3-c3ccc(F)cc3)C2)cc1OC (stereo not drawn)	6	-19%	4%[57.1 µM]	-0.3	10	-2%	5%	0.2	7%[57.1 µM]
10	COc1cc(C(=O)OCC(=O)N2CCN(C(C)=O)CC2)ccc1OCC(C)C	-6	-15%	4%	20	2	-1%	4%	-0.2	0%
11	CCc1ccccc1OCC(=O)Nc1cccc(S(=O)(=O)N2CCCC2)c1	-36	-12%	-5%	0.6	-6	17%	8%	0.4	8%
12	CC(C)Oc1ccc(N2CC(C(=O)OCC(=O)NCc3ccccc3)CC2=O)cc1 (stereo not drawn)	-21	-8%	8%	0.1	0	-3%	10%	-0.2	8%
13	Cc1ccc(NC(=O)CN2C(=O)C3C4C=CC(C4)C3C2=O)cc1S(=O)(=O)N(C)C (stereo not drawn)	-12	-15%	7%	1.8	7	3%	6%	0.2	7%
14	CCCC(CCC(=O)Nc1cc([N+](=O)[O-])ccc1O)C(=O)O (stereo not drawn)	-12	-15%	-15%	-1.5	3	1%	-7%	0.1	-6%
15	COc1ccc(/C=C/C(=O)c2ccc(O)cc2)cc1	x	u	2%	x	-11	-1%	18%	-0.4	3%

# Filtered by structure: those above containing a COOH group
no.	Structure	D2 antagonist	USP1-UAF1 inh	TrxR1 substrate	D2 agonist	TRHR PAM	Pin1 inh	IDH1 R132H inh	TRHR agonist	rTrxR1 inhibitor
6	Cc1c(-n2c(SCC(=O)O)nnc2-c2ccccc2Cl)c(=O)n(-c2ccccc2)n1C	-3	-10%	-6%[57.1 µM]	-3.2	2	-1%	2%	0.1	9%[57.1 µM]
14	CCCC(CCC(=O)Nc1cc([N+](=O)[O-])ccc1O)C(=O)O (stereo not drawn)	-12	-15%	-15%	-1.5	3	1%	-7%	0.1	-6%

# The list goes on:
no.	Structure	D2 antagonist	USP1-UAF1 inh	TrxR1 substrate	D2 agonist	TRHR PAM	Pin1 inh	IDH1 R132H inh	TRHR agonist	rTrxR1 inhibitor
16	O=C(CCS(=O)(=O)c1cc2c(cc1Cl)NC(=O)CO2)NCc1ccc(Cl)cc1	x	-11%	15%[11.4 µM]	0.4	-5	0%	16%	0.3	12%
17	CC(C)(C)N1C(=O)c2ccc(C(=O)Nc3ccc(O)cc3)cc2C1=O	11	-12%	7%[57.1 µM]	0.3	-9	-6%	6%	0.0	10%[57.1 µM]
18	Cc1cc(NC(=O)CSc2nc3c(c(=O)n2C)SCC3)no1	-18	3%	-13%	1.0	0	-6%	6%	0.0	-8%
19	Fc1ccc(N2CCN(c3ccc4c(C(F)(F)F)cc(C(F)(F)F)nc4n3)CC2)cc1	3	-7%	-11%	-0.7	-7	-4%	3%	0.6	-17%
20	CCOc1ccccc1Nc1nnc(SCC(=O)N2CCCC2)s1	28	-13%	-7%	-1.3	-1	-1%	6%	0.4	-4%
21	COc1cc(OC)c(NC(=O)C(c2ccccc2)N2Cc3ccccc3C2=O)cc1Cl (stereo not drawn)	x	-17%	-8%	1.9	3	-2%	-20%	0.2	18%
22	CC(=O)OC[C@H]1O[C@@H](Oc2cc(O)cc3oc(-c4ccc(O)cc4)cc(=O)c23)[C@H](O[C@@H]2O[C@@H](C)[C@H](O)[C@@H](O)[C@H]2O)[C@@H](O)[C@@H]1O	x	u	2%	x	x	5%	18%	x	4%
23	C[C@H](NC(=O)c1nc[nH]c1C(=O)NCCCCCNC(=O)OC(C)(C)C)C(=O)OCc1ccccc1	-2	u	-4%	1.1	-5	4%	0%	0.0	-1%
24	COc1cc(NC(=O)CSc2nccc(=O)[nH]2)c(C)cc1[N+](=O)[O-]	-8	5%	-5%	-0.4	-1	-6%	-6%	0.1	6%[57.1 µM]
25	COC(=O)C1=C(C)NC(=O)NC1c1cn(-c2ccccc2)nc1-c1ccc(OC)c(Cl)c1 (stereo not drawn)	x	-8%	-1%[57.1 µM]	-1.1	6	7%	-6%	1.2	16%[57.1 µM]
26	CC(C)CN1C2CCCC1CC(NC(=S)NCc1ccco1)C2 (stereo not drawn)	-9	-13%	-9%	0.0	14	0%	7%	-0.2	-12%
27	Cc1cc(=O)oc2ccc(OC(=O)c3cccc(S(=O)(=O)N4CCOCC4)c3)cc12	-6	-21%	0%	0.2	-6	5%	0%	-0.5	-2%
28	S=C(NCc1ccncc1)Nc1ccc(Cl)c(Cl)c1	-7	-18%	-9%	1.4	-3	0%	7%	1.7	u
29	CC1(C)CC(=O)c2cc3c(nc2C1)CC(C)(C)CC3=O	-14	-20%	-8%	-0.7	-6	0%	-9%	-0.6	-16%
30	CCCCn1c(=O)[nH]c2ccccc21	8	9%	5%	-0.3	-4	0%	-5%	0.6	30%

# (more compounds)
no.	Structure	D2 antagonist	USP1-UAF1 inh	TrxR1 substrate	D2 agonist	TRHR PAM	Pin1 inh	IDH1 R132H inh	TRHR agonist	rTrxR1 inhibitor
31	CC1=C(C(N)=O)C(c2ccccc2F)n2nc(-c3ccc(Cl)cc3)nc2N1 (stereo not drawn)	x	-31%	-2%	-1.2	5	-4%	0%	-0.4	9%
32	COc1ccc(CNC(=O)CCC(=O)c2ccccc2)cc1	10	-16%	-1%	0.1	-2	17%	-3%	-0.5	5%
33	CCOc1ccc(-c2nnc(SCC(=O)Nc3ccc(C)cc3C)o2)cc1	x	3%	-5%	x	-3	4%	6%	1.2	5%
34	CCc1nnc(NC(=O)CN2CCN(C3CCCCC3)CC2)s1	-2	-7%	11%	1.4	6	-11%	7%	-0.3	21%
35	COc1cccc(Oc2coc3cc(OC(=O)N4CCOCC4)ccc3c2=O)c1	1	-4%	-9%	0.3	-7	1%	2%	0.6	3%
36	CCN(C(=O)C1CCCN1S(=O)(=O)c1cccc2nsnc12)c1ccccc1 (stereo not drawn)	4	-20%	-5%	0.2	4	-1%	-4%	-0.6	16%
37	O=[N+]([O-])c1nc2ccccc2[nH]1	x	-4%	6%[11.4 µM]	x	x	-2%	-3%	x	21%[11.4 µM]
38	O=C(c1ccco1)N1CCN(C(=O)c2ccccc2NS(=O)(=O)c2ccc(F)cc2)CC1	-3	-25%	6%	-0.1	10	0%	-2%	0.2	20%
39	Cc1nc(/C(N)=N/OC(=O)Cc2ccccc2)no1	1	-9%	8%	0.1	-3	3%	-3%	0.1	11%
40	Oc1ccc(/C=N/N2CCN(C3c4ccccc4-c4ccccc43)CC2)cc1O	-10	-26%	3%	3.6	7	-6%	-2%	0.3	15%
41	CCCCN(C(=O)NC(=O)C1=C(N2CCOCC2)/C(=C/c2ccccc2)CC1)S(C)(=O)=O	-2	0%	112%[activator]	0.2	-10	-6%	-2%	0.1	14µM*
42	COc1cccc(-c2ccc(C#N)c(OC(=O)c3ccc(Cl)cc3)n2)c1	-1	0%	106%[activator]	0.6	-4	-4%	9%	-0.2	-31%
43	COc1ccc(N2CCN(S(=O)(=O)c3ccc4c(c3)NC(=O)C(C)C(=O)N4)CC2)cc1 (stereo not drawn)	-17	-23%	6%[57.1 µM]	-0.6	2	16%	-1%	0.4	7%[57.1 µM]
44	CN(C)CCCN(C(=O)c1ccc(S(=O)(=O)N2CCCC2)cc1)c1nc2ccc(Br)cc2s1	-9	-19%	3%	0.8	2	-1%	0%	2.5	13%
45	O=C(Nc1ccccn1)C1CCCN1S(=O)(=O)c1ccc(Cl)cc1 (stereo not drawn)	16	-2%	7%	2.0	-2	-2%	3%	-0.1	20%
46	COc1ccc(-c2cc(-c3ccccc3)nc(SCC(=O)CC(=O)OC(C)C)c2C#N)cc1	x	-19%	11%	-0.5	-1	44%[activator]	-3%	3.0	4%
